HTR5A ag = HTR5A agonism, opioid heterodimer counter-screen; AID 504692; activation, % at 9.3 µM; 340,000 tested, 0.61% active; HTR5A agonist assay, luminescence, cell-based; in the data active means activation mostly above about 9.5%, no sharp cut-off; inactive means mostly below about 7.6%;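 further: 0% = cells with vehicle only and 100% = reference agonist; strong numbers were not always called active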
Target sequence (P47898 whole entry, looked up): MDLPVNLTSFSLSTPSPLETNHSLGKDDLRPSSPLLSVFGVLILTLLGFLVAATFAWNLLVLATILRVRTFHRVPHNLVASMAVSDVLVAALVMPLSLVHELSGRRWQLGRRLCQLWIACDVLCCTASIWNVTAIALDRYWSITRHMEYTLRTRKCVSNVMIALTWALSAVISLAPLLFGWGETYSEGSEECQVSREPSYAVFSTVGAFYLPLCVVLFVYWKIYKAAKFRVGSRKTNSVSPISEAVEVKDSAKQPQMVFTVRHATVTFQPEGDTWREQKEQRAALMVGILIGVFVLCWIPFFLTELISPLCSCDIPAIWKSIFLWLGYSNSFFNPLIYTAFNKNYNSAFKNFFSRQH
MOR-DOR ag = OPRM1-OPRD1 heterodimerization agonism. activation, % at 9.3 µM. 340,000 tested, 0.3% active. cells, luminescence. P35372+P41143. AID 504326; in the data active means activation above about 18%;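 further: 0% = vehicle-treated cells and 100% = reference agonist; values of inactives mirror those of a sister screen read the other way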
DAGLB inhibitor = blocks human DAGLB lipase activity | Q8NCG7 | HEK293T DAGLB membrane lysate, EnzChek fluorogenic substrate | inhibition, % at 5.17 µM | 340,000 tested, 0.059% active; in the data active means inhibition above about 34%;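 further: 0% = enzyme with vehicle and 100% = wells lacking enzyme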
DSG3 Ab inh = human desmoglein-3 autoantibody binding inhibition; P32926; DSG3-coupled beads, scFv-anti-DSG3-GFP binding, flow cytometry; hits give low values; binding (percent of control), % at 10 µM; 310,000 tested, 0.48% active; AID 588358;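 active means binding more than 3 SD below its plate's average and above zero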;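 further: hits lower antibody fragment binding to DSG3; some compounds called inactive have numbers as strong as hits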
V-ATPase pHluor = regulators of yeast V-ATPase proton transport | response, % at 10 µM | 350,000 tested, 0.37% active | S. cerevisiae, pHLuorin cytosolic pH fluorescence | AID 504577; in the data active means response mostly above about 7.3%, no sharp cut-off; inactive means mostly below about 5.4%; further: actives read high; inactives centre near 0; some compounds called inactive have numbers as strong as hits; reference of the scale not given here
OPRM1-OPRD1 inv = inverse agonist of human OPRM1-OPRD1 heterodimerization | cell-based MOR-DOR heterodimer luminescence, inverse agonism | inhibition, % at 9.3 µM | 340,000 tested, 0.21% active | AID 504357; in the data active means inhibition above about 22%, passing the limit was not always enough;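 further: 0% = cells with DMSO and 100% = wells without cells with DMSO; values of inactives mirror those of a sister screen read the other way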
Arrestin-AP2 inh = human beta-arrestin and AP2 interaction inhibition | inhibition, % at 10 µM | FITC-arrestin peptide / GST-AP2 beads, flow cytometry; AP2 beta2 appendage carries R879A mutation | 340,000 tested, 0.31% active;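 active means inhibition above a set limit, near 3 SD of compounds lacking own fluorescence, cut at about 54% in these data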;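 further: plate controls were DMSO wells for no effect and 5 µM unlabelled arrestin peptide for full effect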
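System: GST-AP2 R879A glutathione beads; medium: PBS, Tween 20 0.05%, BSA 0.1%; reagent: fluorescein-tagged arrestin peptide at 50 nM final; schedule: pre-incubation 12 min, peptide binding 1 h, room temperature; detection: flow cytometry, FL1 (488/535 nm); read-out: inhibition as reduced fluorescein signal on beads, percent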
HTR5A inv ctr = counter-screen for OPRM1-OPRD1 inverse agonists: human HTR5A inverse agonism; inhibition, % at 9.3 µM; P47898; 340,000 tested, 0.083% active; HTR5A cell line, luminescence; in the data active means inhibition mostly above about 23%, no sharp cut-off; inactive means mostly below about 18%;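 further: 0% = cells with DMSO and 100% = no-cell wells with DMSO; some compounds called inactive have numbers as strong as hits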
PKA-R2B act = activators of human PKA-R2B complex; P22694+P31323; PKA-R2B holoenzyme dissociation, Cy5-IP20 fluorescence polarization; R2B truncated from residue 108, S112A mutant; 0% DMSO only, 100% 113 µM cGMP; activation, % at 11.4 µM; 340,000 tested, 0.079% active; AID 504700;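 active means activation above a cutoff set at the mean over all compounds plus 3 SD, cut at about 18% in these data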;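 further: higher means more holoenzyme dissociation and a rise in polarization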
Target sequence (P31323 whole entry, looked up, other chains not shown, the tested form may be a part): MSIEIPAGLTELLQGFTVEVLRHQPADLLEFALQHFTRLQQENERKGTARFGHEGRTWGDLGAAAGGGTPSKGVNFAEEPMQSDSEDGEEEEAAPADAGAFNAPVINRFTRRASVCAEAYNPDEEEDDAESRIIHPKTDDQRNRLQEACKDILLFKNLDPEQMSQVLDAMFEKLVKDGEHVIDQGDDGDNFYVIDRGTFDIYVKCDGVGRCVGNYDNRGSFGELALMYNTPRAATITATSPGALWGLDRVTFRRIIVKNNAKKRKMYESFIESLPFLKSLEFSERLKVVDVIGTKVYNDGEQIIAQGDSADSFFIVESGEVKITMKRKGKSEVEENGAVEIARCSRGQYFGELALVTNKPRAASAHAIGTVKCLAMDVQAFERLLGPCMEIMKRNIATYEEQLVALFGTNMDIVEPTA
PKA-R1A act = activators of PKA-R1A complex. PKA-R1A dissociation, Cy5-IP20 fluorescence polarization; scaled: DMSO 0%, 113 µM cGMP 100%. 340,000 tested, 0.083% active. activation, % at 11.4 µM;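 active means percent activation above the mean of all tested compounds plus 3 SD, cut at about 19% in these data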;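 further: higher means more PKAc released from R1A so a rise in polarization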
Active calls of the source: *.

How did CCc1ccccc1NC(=O)CCS(=O)(=O)c1ccc(OC)cc1 do in these assays?
HTR5A ag: 4; MOR-DOR ag: -3.7; DAGLB inhibitor: -1; DSG3 Ab inh: 92; V-ATPase pHluor: -1; OPRM1-OPRD1 inv: 20; Arrestin-AP2 inh: 2; HTR5A inv ctr: -16; PKA-R2B act: 0; PKA-R1A act: 9

What do the screens show for `Clc1ccc(-c2nnc(-c3cccc4ccccc34)o2)cc1`?
HTR5A ag: 0; MOR-DOR ag: 1.4; DAGLB inhibitor: -3; DSG3 Ab inh: 101; V-ATPase pHluor: -1; OPRM1-OPRD1 inv: -7; Arrestin-AP2 inh: 0; HTR5A inv ctr: 1; PKA-R2B act: -1; PKA-R1A act: 8

How did CN(CC(=O)Nc1ccc(F)cc1)C(=O)COC(=O)Cc1c(F)cccc1Cl do in these assays?
HTR5A ag: 5; MOR-DOR ag: -1.4; DAGLB inhibitor: 2; DSG3 Ab inh: 100; V-ATPase pHluor: 3; OPRM1-OPRD1 inv: 8; Arrestin-AP2 inh: 28; HTR5A inv ctr: 15; PKA-R2B act: -8; PKA-R1A act: 0

Results for O=C(COC(=O)C1c2ccccc2Oc2ccccc21)Nc1ccc2c(c1)OCO2 ?
HTR5A ag: -3; MOR-DOR ag: 0.2; DAGLB inhibitor: -6; DSG3 Ab inh: 101; V-ATPase pHluor: 5; OPRM1-OPRD1 inv: -1; Arrestin-AP2 inh: -1; HTR5A inv ctr: 9; PKA-R2B act: -5; PKA-R1A act: 5

What do the screens show for `CCCOc1ccc(C2NC(=O)NC(c3ccccc3)=C2C(C)=O)cc1OCC` (configuration not stated)?
HTR5A ag: 4; MOR-DOR ag: -0.1; DAGLB inhibitor: 1; DSG3 Ab inh: 94; V-ATPase pHluor: -3; OPRM1-OPRD1 inv: 1; Arrestin-AP2 inh: 6; HTR5A inv ctr: -1; PKA-R2B act: -1; PKA-R1A act: -2

What do the screens show for `CCCc1nc(SCC(=O)NC2CC2)c2c(C)c(C)sc2n1`?
HTR5A ag: -2; MOR-DOR ag: -1.7; DAGLB inhibitor: 0; DSG3 Ab inh: 109; V-ATPase pHluor: 2; OPRM1-OPRD1 inv: 11; Arrestin-AP2 inh: 0; HTR5A inv ctr: 5; PKA-R2B act: 1; PKA-R1A act: -1

How did COc1ccc(CN(C)C(=O)c2ccccc2OCc2c(C)noc2C)cc1OC do in these assays?
HTR5A ag: -6; MOR-DOR ag: -2.0; DAGLB inhibitor: -1; V-ATPase pHluor: -2; OPRM1-OPRD1 inv: 8; Arrestin-AP2 inh: 6; HTR5A inv ctr: 16; PKA-R2B act: 9; PKA-R1A act: 2

What do the screens show for `Cc1ccc(O)c(CC(C)C)n1`?
HTR5A ag: 1; MOR-DOR ag: -4.1; DAGLB inhibitor: -2; DSG3 Ab inh: 107; V-ATPase pHluor: -1; OPRM1-OPRD1 inv: 22; Arrestin-AP2 inh: -4; HTR5A inv ctr: -4; PKA-R2B act: -1; PKA-R1A act: 1

Results for CCCc1c(NC(=O)Nc2ccc(F)cc2)cnn1-c1ccc(Cl)cc1 ?
HTR5A ag: 9; MOR-DOR ag: 3.9; DAGLB inhibitor: -2; DSG3 Ab inh: 113; V-ATPase pHluor: -2; OPRM1-OPRD1 inv: -21; Arrestin-AP2 inh: 5; HTR5A inv ctr: -14; PKA-R2B act: -9; PKA-R1A act: -3

Results for COc1ccc2cc(S(=O)(=O)NCCCN3CCOCC3)ccc2c1 ?
HTR5A ag: 4; MOR-DOR ag: -1.0; DAGLB inhibitor: -3; DSG3 Ab inh: 99; V-ATPase pHluor: -2; OPRM1-OPRD1 inv: 6; Arrestin-AP2 inh: 14; HTR5A inv ctr: -10; PKA-R2B act: 1; PKA-R1A act: 5

Results for Cc1cccc(NC(=O)CSc2nnc(-c3ccco3)c(-c3ccco3)n2)c1 ?
HTR5A ag: 1; MOR-DOR ag: 0.7; DAGLB inhibitor: 3; DSG3 Ab inh: 100; V-ATPase pHluor: -1; OPRM1-OPRD1 inv: -3; Arrestin-AP2 inh: 16; HTR5A inv ctr: -3; PKA-R2B act: -3; PKA-R1A act: -6

What do the screens show for `CCOC(=O)N1CCC(n2c(SCC(=O)N3CCCC3)nc3ccccc3c2=O)CC1`?
HTR5A ag: 1; MOR-DOR ag: -3.9; DAGLB inhibitor: 1; DSG3 Ab inh: 97; V-ATPase pHluor: -2; OPRM1-OPRD1 inv: 19; Arrestin-AP2 inh: 32; HTR5A inv ctr: -3; PKA-R2B act: 6; PKA-R1A act: 5

What do the screens show for `COc1ccc2c(c1C)CCC(C)(C#N)C2=O` (configuration not stated)?
HTR5A ag: 2; MOR-DOR ag: -3.3; DAGLB inhibitor: -2; DSG3 Ab inh: 95; V-ATPase pHluor: -1; OPRM1-OPRD1 inv: 17; Arrestin-AP2 inh: 34; HTR5A inv ctr: -9; PKA-R2B act: -4; PKA-R1A act: -7

Results for Cc1ccccc1NC(=O)c1ccc(-n2cncn2)nc1 ?
HTR5A ag: 5; MOR-DOR ag: -3.6; DAGLB inhibitor: 1; DSG3 Ab inh: 86; V-ATPase pHluor: -2; OPRM1-OPRD1 inv: 18; Arrestin-AP2 inh: 1; HTR5A inv ctr: 20; PKA-R2B act: -1; PKA-R1A act: -7

What do the screens show for `S=C(Nc1cc(Cl)cc(Cl)c1)N1CCN(c2ccccn2)CC1`?
HTR5A ag: 2; MOR-DOR ag: 0.1; DAGLB inhibitor: 0; DSG3 Ab inh: 105; V-ATPase pHluor: 1; OPRM1-OPRD1 inv: 0; Arrestin-AP2 inh: 2; HTR5A inv ctr: 6; PKA-R2B act: -11; PKA-R1A act: -9

What do the screens show for `COc1cccc(Nc2nnc(SCn3nnc4ccccc4c3=O)s2)c1`?
HTR5A ag: -1; MOR-DOR ag: 2.4; DAGLB inhibitor: 0; DSG3 Ab inh: 100; V-ATPase pHluor: 2; OPRM1-OPRD1 inv: -14; Arrestin-AP2 inh: -6; HTR5A inv ctr: 2; PKA-R2B act: -13; PKA-R1A act: -7

What do the screens show for `O=C(Nc1ccncc1)c1cc2ccccc2o1`?
HTR5A ag: 4; MOR-DOR ag: -2.3; DAGLB inhibitor: -2; V-ATPase pHluor: 2; OPRM1-OPRD1 inv: 10; Arrestin-AP2 inh: -4; HTR5A inv ctr: -5; PKA-R2B act: -4; PKA-R1A act: -3

What do the screens show for `COc1cccc(OCC(=O)NNC(=O)C(=O)Nc2ccc(OC)cc2OC)c1`?
HTR5A ag: 3; MOR-DOR ag: -2.1; DAGLB inhibitor: 2; DSG3 Ab inh: 107; V-ATPase pHluor: -3; OPRM1-OPRD1 inv: 11; Arrestin-AP2 inh: 4; HTR5A inv ctr: -1; PKA-R2B act: -8; PKA-R1A act: 1

How did C=CCn1c(COc2ccc(F)cc2)nnc1SCC(=O)NC1CCS(=O)(=O)C1 (configuration not stated) do in these assays?
HTR5A ag: 4; MOR-DOR ag: 1.6; DAGLB inhibitor: 0; DSG3 Ab inh: 103; V-ATPase pHluor: -6; OPRM1-OPRD1 inv: -10; Arrestin-AP2 inh: 4; HTR5A inv ctr: 8; PKA-R2B act: 3; PKA-R1A act: -10

What do the screens show for `CC(C)CN=Cc1c(O)c([N+](=O)[O-])cc2oc3c(c12)CCCC3`?
HTR5A ag: 8; MOR-DOR ag: 7.0; DAGLB inhibitor: 33; DSG3 Ab inh: 75; V-ATPase pHluor: 2; OPRM1-OPRD1 inv: -37; Arrestin-AP2 inh: 11; HTR5A inv ctr: -46; PKA-R2B act: -2; PKA-R1A act: -4

How did COc1ccc(N(CC(=O)Nc2cccc(C(F)(F)F)c2)S(C)(=O)=O)cc1 do in these assays?
HTR5A ag: 4; MOR-DOR ag: 1.6; DAGLB inhibitor: 0; V-ATPase pHluor: 3; OPRM1-OPRD1 inv: -8; Arrestin-AP2 inh: 3; HTR5A inv ctr: -13; PKA-R2B act: 7; PKA-R1A act: -1

How did COc1ccc2oc(=O)cc(-c3cc4ccccc4o3)c2c1 do in these assays?
HTR5A ag: 11*; MOR-DOR ag: 4.1; DAGLB inhibitor: -5; V-ATPase pHluor: 2; OPRM1-OPRD1 inv: -22; Arrestin-AP2 inh: 0; HTR5A inv ctr: -40; PKA-R2B act: 3; PKA-R1A act: -6

Results for O=C(Nc1ccc(Br)cc1F)c1ccncc1 ?
HTR5A ag: 8; MOR-DOR ag: 1.0; DAGLB inhibitor: -2; DSG3 Ab inh: 96; V-ATPase pHluor: 3; OPRM1-OPRD1 inv: -5; Arrestin-AP2 inh: 97*; HTR5A inv ctr: -19; PKA-R2B act: 15; PKA-R1A act: 5

How did Oc1ccc(NCc2ccc(OCc3ccccc3)cc2)cc1 do in these assays?
HTR5A ag: -4; MOR-DOR ag: 9.4; DAGLB inhibitor: 1; DSG3 Ab inh: 94; V-ATPase pHluor: -1; OPRM1-OPRD1 inv: -42; Arrestin-AP2 inh: 36; HTR5A inv ctr: 14; PKA-R2B act: -8; PKA-R1A act: 2

How did CCc1nn(C(C)C(=O)NCc2cccc(OC)c2)c(=O)c2cc3occc3n12 (configuration not stated) do in these assays?
HTR5A ag: -2; MOR-DOR ag: -1.6; DAGLB inhibitor: 3; DSG3 Ab inh: 104; V-ATPase pHluor: 4; OPRM1-OPRD1 inv: 8; Arrestin-AP2 inh: -6; HTR5A inv ctr: 18; PKA-R2B act: 1; PKA-R1A act: -13

Results for CSc1cccc(NC(N)=S)c1 ?
HTR5A ag: -3; MOR-DOR ag: -1.6; DAGLB inhibitor: -1; DSG3 Ab inh: 96; V-ATPase pHluor: -3; OPRM1-OPRD1 inv: 8; Arrestin-AP2 inh: 39; HTR5A inv ctr: -21; PKA-R2B act: -3; PKA-R1A act: -1

What do the screens show for `CCOc1ccc(NC(=O)c2ccc(F)c(S(=O)(=O)N3CCN(c4ccccn4)CC3)c2)cc1`?
HTR5A ag: -2; MOR-DOR ag: 0.1; DAGLB inhibitor: -6; V-ATPase pHluor: -2; OPRM1-OPRD1 inv: -1; Arrestin-AP2 inh: 9; HTR5A inv ctr: 3; PKA-R2B act: -6; PKA-R1A act: -7

Results for CCCNCc1cc(OCC)c(OCC(N)=O)cc1Br ?
HTR5A ag: 1; MOR-DOR ag: -2.0; DAGLB inhibitor: 1; V-ATPase pHluor: -1; OPRM1-OPRD1 inv: 8; Arrestin-AP2 inh: -8; HTR5A inv ctr: 0; PKA-R2B act: -1; PKA-R1A act: 3

What do the screens show for `O=C(CCN1CCc2ccccc2CC1)c1ccc2c(c1)OCCO2`?
HTR5A ag: 2; MOR-DOR ag: -0.6; DAGLB inhibitor: 1; DSG3 Ab inh: 99; V-ATPase pHluor: 1; OPRM1-OPRD1 inv: 3; Arrestin-AP2 inh: 5; HTR5A inv ctr: 17; PKA-R2B act: 4; PKA-R1A act: -6

What do the screens show for `COc1cccc(N2C(=O)CC(Sc3nc(C)cc(C)n3)C2=O)c1` (configuration not stated)?
HTR5A ag: 2; MOR-DOR ag: -2.4; DAGLB inhibitor: -1; DSG3 Ab inh: 94; V-ATPase pHluor: -2; OPRM1-OPRD1 inv: 11; Arrestin-AP2 inh: -14; HTR5A inv ctr: -7; PKA-R2B act: -7; PKA-R1A act: -8
